Bioassay records as filed in PubChem BioAssay.
SRC1 TRFRET art – counter-screen for PPARgamma SRC-1 recruitment agonists: TR-FRET artefact; TR-FRET detection artefact counter-screen, emission ratio; hits give high values; TR-FRET ratio at 8 µM; 99,000 compounds, 0.34% hits; AID 1051; in the data active means TR-FRET ratio above about 2300; further: inactives centre near 1800; reference of the scale not given here
SRC3 TRFRET art – TR-FRET artefact, counter-screen to PPARgamma/SRC-3 agonist assay; PPARgamma/SRC-3 format; hits give high values; TR-FRET ratio at 8 µM; 99,000 compounds, 0.39% hits; AID 1048; in the data active means TR-FRET ratio above about 2000; further: inactives centre near 1600; reference of the scale not given here
An asterisk follows results filed as active.

Under each structure – SRC1 TRFRET art, SRC3 TRFRET art
> O=C(Nc1ccc(C(=O)OC[C@@H]2CCCN3CCCC[C@H]23)cc1)c1cccc(Br)c1
    1929, 1642
> COCCNC(=O)C(NC(=O)C1CCC(C)CC1)C(C)C (stereo unspecified)
    1460, 1423
> CCOc1ccc(C2=Nc3ccc(Br)cc3C(c3ccc(N4CCOCC4)cc3)=NN2)cc1
    1799, 1521
> Cc1ccc(S(=O)(=O)NCC2COc3ccccc3O2)cc1 (stereo unspecified)
    1554, 1720
> COc1ccc(-n2c(=S)[nH]c3cc(C(=O)Nc4ccc(OC)c(OC)c4)ccc3c2=O)cc1
    1671, 1421
> COc1ccc(-c2[nH]nc3c2C2(C(=O)N(CC(=O)O)c4ccccc42)C(C#N)=C(N)O3)cc1OC (stereo unspecified)
    1940, 1649
> O=C(N/N=C/c1c(O)ccc2ccccc12)c1[nH]ncc1Br
    2263, 1798
> O=c1c2ccccc2[nH]c(=S)n1CCc1ccccc1
    1535, 1450
> CC1CCCN(C(=S)NCc2ccccc2)C1 (stereo unspecified)
    1670, 1644
> NNc1nc2c(Cl)ccc(Cl)c2s1
    2038, 1551
> COc1ccc(CCNC(=O)CSc2nnc(-c3ccccc3)c3ccccc23)cc1OC
    2020, 1702
> CCC(C)c1ccc(OCCn2ccnc2)cc1 (stereo unspecified)
    1742, 1659
> COc1cccc(OC)c1NC(=O)c1nc2c(nnn2Cc2ccccc2Cl)c(=O)[nH]1
    1797, 1403
> CC1CCN(C(=O)c2ccccc2NC(=O)c2cccc(S(=O)(=O)N3CCOCC3)c2)CC1
    1622, 1802
> Cc1ccc(C)c(S(=O)(=O)N2CCN(CC(=O)Nc3sccc3C#N)CC2)c1
    1942, 2054*
> C[C@H]1C=C(C(=O)NCc2ccccc2)O[C@@H](OCc2ccc(CO)cc2)C1
    1789, 1349
> CCOc1cc(/C=N/NC(=O)c2cc(C3CC3)[nH]n2)ccc1O
    1962, 1586
> CC(NC(=O)CCc1nnc(Cc2cccc(C(F)(F)F)c2)o1)C1CC1 (stereo unspecified)
    1877, 1604
> Cc1ccccc1OCC(O)CN1CCN(CC(O)COc2ccccc2C)CC1 (stereo unspecified)
    1843, 1636
> C=CCSC1=N/C(=C\c2cccnc2)C(=O)N1c1ccc(OC)cc1
    1836, 1588

One compound at a time, from the list above. Values in the order: SRC1 TRFRET art, SRC3 TRFRET art
Record of `COc1ccc(-n2c(=S)[nH]c3cc(C(=O)Nc4ccc(OC)c(OC)c4)ccc3c2=O)cc1` : 1671, 1421
Record of `COc1cccc(OC)c1NC(=O)c1nc2c(nnn2Cc2ccccc2Cl)c(=O)[nH]1` : 1797, 1403
Record of `Cc1ccc(C)c(S(=O)(=O)N2CCN(CC(=O)Nc3sccc3C#N)CC2)c1` : 1942, 2054*
Record of `Cc1ccccc1OCC(O)CN1CCN(CC(O)COc2ccccc2C)CC1` (stereo unspecified) : 1843, 1636
Record of `CCOc1cc(/C=N/NC(=O)c2cc(C3CC3)[nH]n2)ccc1O` : 1962, 1586

The list goes on.
Under each structure – SRC1 TRFRET art, SRC3 TRFRET art
> N#Cc1c(C(F)(F)F)cc(=O)[nH]c1SCC(=O)O
    1703, 1429
> C=CCNC(=O)C1CCN(c2cnccn2)CC1
    1730, 1700
> O=C(NCc1cccnc1)C(=O)N/N=C/c1ccccc1[N+](=O)[O-]
    1852, 1615
> COc1cc(C(=O)NC(=S)N2CCCCCC2)cc(OC)c1OC
    1409, 1411
> O=C1NC(=O)C2C1C(c1cccs1)NN2Cc1ccccc1 (stereo unspecified)
    1649, 1526
> CCc1cccc(NC(=O)c2ccc(Cn3c(=O)[nH]c4ccsc4c3=O)cc2)c1
    1644, 1576
> Cc1cc(Nc2ccccc2)n(-c2nc3ccccc3[nH]2)n1
    1754, 1897
> Cc1ccc(C(=O)OC2CCOC2=O)cc1NC(=O)c1ccco1 (stereo unspecified)
    1788, 1736
> C=CCn1c(SCC(=O)Nc2ncc(Cc3ccc(C)c(Cl)c3)s2)nnc1-c1ccncc1
    1793, 1516
> O=C(NCCCn1ccnc1)/C(=C\c1cccs1)NC(=O)c1ccccc1
    1682, 1558
> O=C(CSc1nc2ccccc2c(=O)n1CC1CCCO1)NCc1ccc2c(c1)OCO2 (stereo unspecified)
    1916, 1629
> CCOc1ccc(CNC2CCCc3ccccc32)cc1 (stereo unspecified)
    1631, 1381
> CC(C)(CNC(=O)c1sc2cc(F)ccc2c1Cl)N1CCOCC1
    1664, 1275
> Nc1c(C(=O)c2ccc(Br)cc2)oc2ccccc12
    1700, 1511
> COCCn1cc(C(=S)N2CCCCC2)c2ccccc21
    1775, 1664
> Cc1ccc2[nH]c(=O)c(CN(Cc3ccco3)C(=O)N3CCOCC3)cc2c1
    1764, 1355
> S=C(Nc1ccc(Br)cc1)N1CCn2cccc2C1c1cccnc1 (stereo unspecified)
    1562, 1732
> O=C(Nc1ccc(F)c([N+](=O)[O-])c1)C(=O)c1c(O)[nH]c2ccccc12
    1726, 1665
> CC(C)c1ccc(/C=C(/C#N)c2nnc(NC(=O)c3ccccc3)s2)cc1
    1819, 1684
> Cc1cc(C)c2c(N)c(C(=O)N3CCc4ccccc4C3)sc2n1
    1682, 1572
> CCN(CC)S(=O)(=O)c1ccc(Cl)c(NC(=O)c2cc(Cl)ccc2Cl)c1
    1562, 1576
> Cc1[nH]c2ccccc2c1C(=O)COC(=O)c1cccc(S(=O)(=O)N2CCCCC2)c1
    2020, 1766
> O/N=C/c1ccc2ccccc2c1
    1785, 1553
> O=c1c2ccccc2nnn1Cc1ccccc1Cl
    1682, 1497
> COc1ccc(S(=O)(=O)CCC(=O)Nc2c(C)n(C)n(-c3ccccc3)c2=O)cc1
    1503, 1661
> CCn1c(-c2ccccc2)csc1=Nc1ccc(S(=O)(=O)O)cc1
    1594, 1493
> CCOC(=O)c1cnc2c(-c3ccc(F)cc3)cnn2c1C(F)(F)F
    1763, 1725
> CC(=O)c1ccc(N2CCCCC2)c(F)c1
    1587, 1614
> CCC(CC)C(=O)Nc1cccc(C(=O)NC(C)(C)C)c1
    1536, 1451
> CN(C)S(=O)(=O)c1cccc(NC(=O)c2ccc(OC(F)(F)F)cc2)c1
    1554, 1420
> CCNC(=O)c1cc(Cl)ccc1OC
    1819, 1655
> Cc1ccc(C)c(NC(=S)NCC(c2ccccc2)N(C)C)c1 (stereo unspecified)
    1456, 1486
> CCOC(=O)Cc1csc(Nc2ccc(Cl)cc2)n1
    1640, 1432
> CN=c1scc(-c2ccccc2Br)n1/N=C/c1ccc[nH]1
    1952, 1492
> C#CCNC(=O)C1=C[C@H](C2CCCCC2)C[C@H](OCc2ccc(CO)cc2)O1
    1703, 1716
> CCOc1ccc(C(=O)CC(NCc2cccs2)C(=O)O)cc1 (stereo unspecified)
    2000, 1646
> Cc1cc(C)c(NC(=O)c2cn3c4c(c(N5CCN(C)CC5)c(F)cc4c2=O)OCC3C)c(C)c1 (stereo unspecified)
    1862, 1417
> O=C1C2C3C=CC(C4CC34)C2C(=O)N1Cc1ccccc1 (stereo unspecified)
    1624, 1520
> CC(NC(=O)C(=O)NCC1CCCO1)c1ccccc1 (stereo unspecified)
    1704, 1450
> Cn1cccc1/C=N/NC(=O)c1cccc(OC(F)(F)C(F)F)c1
    1938, 1576
> CC(NCc1ccccc1Cl)C(=O)Nc1ccc(S(=O)(=O)N2CCCC2)cc1 (stereo unspecified)
    1799, 1763
> Cc1ccc(OCCNC(=O)c2cc(=O)[nH]c3ccccc23)cc1
    2045, 1543
> O=C1/C(=C/c2ccc(F)cc2)CCC1C1CCCC1 (stereo unspecified)
    1833, 1637
> COc1ccc(CN2CCNC(=O)C2CC(=O)NCCSc2nccn2C)c(OC)c1 (stereo unspecified)
    1571, 1548
> CN(C)CCN(Cc1cc2cc3c(cc2[nH]c1=O)OCCO3)C(=S)NCC1CCCO1 (stereo unspecified)
    1779, 1555
> CCCCN(CC)Cc1ccc(CNC(=S)Nc2c(C)cc(C)cc2C)o1
    1602, 1552
> Cc1ccc(S(=O)(=O)N(C)C(=O)NC(=O)NS(=O)(=O)c2ccccc2)cc1
    1645, 1548
> COc1cc2cc(CN(Cc3cccs3)C(=S)Nc3cccc(C)c3)c(=O)[nH]c2cc1OC
    1945, 1708
> Cc1ccc(C(=O)NNC(=O)CCN2C(=O)C3CCCCC3C2=O)cc1 (stereo unspecified)
    1619, 1512
> CCN1CCN(C(c2cc3cc4c(cc3[nH]c2=O)OCO4)c2nnnn2C(C)(C)CC)CC1 (stereo unspecified)
    1665, 1424

(more compounds)
Under each structure – SRC1 TRFRET art, SRC3 TRFRET art
> CN1CCN(S(=O)(=O)c2ccc(Oc3ccc(F)c(Cl)c3)nc2)CC1
    1645, 1496
> COc1cc(C(=O)NCC(=O)N/N=C(C)\C=C\c2ccccc2)cc(OC)c1OC
    1825, 1616
> O=C1Nc2ccccc2C(O)(C(=O)NCc2ccc3c(c2)OCO3)N1c1ccccc1 (stereo unspecified)
    1602, 1574
> COc1ccc(CC(C#N)(CO)c2nc3ccccc3[nH]2)cc1 (stereo unspecified)
    1871, 1517
> CCCC(C)C(=O)OCC(=O)NCc1ccc(OC)c(OC)c1 (stereo unspecified)
    1748, 1328
> COc1ccc(NC(=O)CCCC2CCCCC2)cc1S(=O)(=O)N1CCCCC1
    1702, 1518
> COc1ccc(Cc2nc(-c3ccc(-n4cccc4)cc3)no2)cc1
    1918, 1883
> CN(CC(=O)Nc1ccccc1[N+](=O)[O-])Cc1ccc(Br)cc1
    1916, 1607
> COc1cccc(NC(=O)Cn2c(=O)n(-c3ccccc3)c(=O)c3oc4ccccc4c32)c1
    1731, 1468
> COc1cc(OC)cc(C(=O)NCC(=O)OCC(=O)N2c3ccccc3NC(=O)C2(C)C)c1
    1966, 1764
> CC(C)CCN1CCN(Cc2cccc3nonc23)CC1CCO (stereo unspecified)
    1508, 1608
> CCCOc1ccc(/C=C/C(=O)N2CCN(c3ccccn3)CC2)cc1
    1938, 1675
> CCOc1ccc(C(=O)NCC(=O)OCc2c(F)cccc2Cl)cc1OCC
    1965, 1602
> O=c1[nH]c(-c2ccccn2)nc2sc(-c3ccccc3)cc12
    1657, 1475
> Cc1cc(=O)cc(C)n1-c1ccc(O)cc1
    1724, 1451
> O=C(NCc1ccccc1)/C(=C/c1ccc(OC(F)F)cc1)c1ccccc1
    1658, 1448
> COc1cc(CNc2ccc(N3CCN(C(C)=O)CC3)cc2)ccc1OCc1ccccc1
    1554, 1512
> CC(=O)N1CCC2(CC1)C(C#N)=C(N)Oc1c2sc2nc(C)cc(C)c12
    1677, 1550
> COc1ccc(C2N(c3ccccc3)C(=S)N3CCCN23)cc1 (stereo unspecified)
    1787, 1595
> Cc1[nH]n(-c2nc(-c3ccccc3)cc(=O)[nH]2)c(=O)c1CCO
    1576, 1603

Reprinted from the part before: 6 compounds, then new ones.
Under each structure – SRC1 TRFRET art, SRC3 TRFRET art
> Cc1cc(=O)cc(C)n1-c1ccc(O)cc1
    1724, 1451
> O=C(NCc1ccccc1)/C(=C/c1ccc(OC(F)F)cc1)c1ccccc1
    1658, 1448
> COc1cc(CNc2ccc(N3CCN(C(C)=O)CC3)cc2)ccc1OCc1ccccc1
    1554, 1512
> CC(=O)N1CCC2(CC1)C(C#N)=C(N)Oc1c2sc2nc(C)cc(C)c12
    1677, 1550
> COc1ccc(C2N(c3ccccc3)C(=S)N3CCCN23)cc1 (stereo unspecified)
    1787, 1595
> Cc1[nH]n(-c2nc(-c3ccccc3)cc(=O)[nH]2)c(=O)c1CCO
    1576, 1603
> CCCCSC(=O)Nc1ccccc1
    1755, 1416
> O=C1/C(=C/c2cccnc2)SC(=S)N1c1ccccc1
    1853, 1638
> O=C(NCC(=O)N(c1ccccc1)C(C(=O)NC1CCCCC1)c1cccnc1)c1cccs1 (stereo unspecified)
    1978, 1449
> O=C(NCCc1ccccc1)C(c1cccs1)N(C(=O)CCl)c1ccc(Cl)cc1 (stereo unspecified)
    2006, 1689
> COc1ccccc1NC(=O)C(=O)N/N=C/c1cccs1
    1555, 1554
> CC(=O)c1c(C)[nH]c(C(=O)NCc2ccco2)c1C
    1753, 1442
> O=C1CC(=O)CC(c2ccccc2Cl)C1
    1920, 1357
> CC(=O)Cc1nsc(NC(=O)c2cccc(F)c2)n1
    1684, 1550
> COc1ccccc1/C=C\C=N\NC(=O)CCn1nnc2ccccc21
    1743, 1580
> O=C(NCc1ccco1)c1cnc2ccccn2c1=O
    1764, 1659
> Cc1cccc2nc(Cn3c(=O)n(CCC(=O)NCc4ccco4)c(=O)c4sccc43)cc(=O)n12
    1521, 1796
> O=C(O)c1ccccc1NCCO
    2064, 1644
> CCCCCN(C(=O)NC(=O)Nc1ccc(C)cc1C)S(C)(=O)=O
    1573, 1418
> CS(=O)(=O)c1ccc(Cl)c(NC(=O)c2cccc(Br)c2)c1
    1999, 1784
> Cc1ccc2c(c1)C1CN(C)CCC1N2C(=O)COc1ccc(N(C)C(=O)c2ccccc2)cc1 (stereo unspecified)
    1641, 1482
> Nc1nnnn1CC(=O)N/N=C/c1ccc(-c2cccc(Cl)c2)o1
    1796, 1616
> CCOc1ccc(N2C(=O)/C(=C/c3ccccc3)N=C2SC)cc1
    1686, 1379
> COC(=O)c1ccc(CN2CCN(CCCc3ccccc3)C(CCO)C2)cc1 (stereo unspecified)
    1773, 1535
> CN(c1ccccc1)S(=O)(=O)c1cccc(NS(=O)(=O)c2ccc(/C=C/C(=O)O)cc2)c1
    1839, 1504
> COc1ccc(CNC(=O)Cn2cncn2)cc1OC
    1858, 1761
> COc1ccc(-n2cnc3scc(-c4ccc(OC)c(OC)c4)c3c2=O)cc1
    1781, 1503
> O=C(O)c1cc([N+](=O)[O-])ccc1NCc1ccccc1Cl
    2130, 1512
> COc1cccc(NC(=O)Cn2c(=O)n(-c3ccccc3)c(=O)c3sccc32)c1
    1630, 1613
> CC1CC(=O)N(C)c2ccc([N+](=O)[O-])cc2N1 (stereo unspecified)
    1561, 1628
> Cn1cc(Br)c(C(=O)NNC(=O)Nc2ccccc2C(F)(F)F)n1
    1782, 1418
> CCOC(=O)c1[nH]c(C)c(C(=O)N2CCN(c3ccc(OC)cc3)CC2)c1C
    1762, 1530
> CCOC(=O)N1CCN(S(=O)(=O)c2cc(Br)cc3c2N(C(=O)CC)CC3)CC1
    1708, 1658
> COc1ccc(CCNC(=O)c2cc(C(C)C)on2)cc1OC
    1775, 1635
